# Screens from PubChem BioAssay.
# GPR151 ag: activates the human receptor GPR151 | AID 1508602 | actives 1% (n = 650,000) | Q8TDV0 | PathHunter beta-arrestin GPR151 cells, luminescence | activation, % at 11.2 µM; in the data active = activation above about 4.9%;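 also: 0% = median of compound wells and 100% = cells with positive control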
# Target sequence (Q8TDV0 whole entry, looked up): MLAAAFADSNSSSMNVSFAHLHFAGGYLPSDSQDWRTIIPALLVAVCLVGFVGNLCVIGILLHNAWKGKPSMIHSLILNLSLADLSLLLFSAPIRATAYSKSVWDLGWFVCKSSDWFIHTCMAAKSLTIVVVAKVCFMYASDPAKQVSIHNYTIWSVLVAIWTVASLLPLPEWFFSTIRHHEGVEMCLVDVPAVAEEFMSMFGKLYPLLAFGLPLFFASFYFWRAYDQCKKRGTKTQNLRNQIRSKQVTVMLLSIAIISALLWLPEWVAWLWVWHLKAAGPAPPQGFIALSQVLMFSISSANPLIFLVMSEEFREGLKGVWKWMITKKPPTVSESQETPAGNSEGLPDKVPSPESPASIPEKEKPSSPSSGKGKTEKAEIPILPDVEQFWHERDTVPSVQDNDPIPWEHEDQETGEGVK
# FBW7 activator: human FBW7 E3 ligase activation, primary screen; Q969H0; AlphaScreen FBW7–phospho-cyclin E peptide binding, activator screen; normalized activity (activation), % at 26.1 µM; actives 0.13% (n = 650,000); in the data active = normalized activity above about 1.9%;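 also: purified mutant Fbw7 with reduced substrate affinity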
# TEAD-YAP inh: TEAD-YAP interaction inhibition; HEK-TIYL cells, TEAD-Gal4/YAP UAS-luciferase luminescence; actives 1.4% (n = 640,000); AID 1259422; inhibition, % at 9.12 µM; in the data active = inhibition above about 32%;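 also: 0% = median of test compound wells and 100% = reference inhibitor wells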
# MITF inh: human MITF inhibition, primary screen; O75030; AlphaScreen MITF homodimerization, bead proximity signal; inhibition, % at 2.6 µM; actives 0.91% (n = 650,000); in the data active = inhibition above about 50%;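 also: 0% = vehicle wells with protein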
# Target sequence (O75030 whole entry, looked up): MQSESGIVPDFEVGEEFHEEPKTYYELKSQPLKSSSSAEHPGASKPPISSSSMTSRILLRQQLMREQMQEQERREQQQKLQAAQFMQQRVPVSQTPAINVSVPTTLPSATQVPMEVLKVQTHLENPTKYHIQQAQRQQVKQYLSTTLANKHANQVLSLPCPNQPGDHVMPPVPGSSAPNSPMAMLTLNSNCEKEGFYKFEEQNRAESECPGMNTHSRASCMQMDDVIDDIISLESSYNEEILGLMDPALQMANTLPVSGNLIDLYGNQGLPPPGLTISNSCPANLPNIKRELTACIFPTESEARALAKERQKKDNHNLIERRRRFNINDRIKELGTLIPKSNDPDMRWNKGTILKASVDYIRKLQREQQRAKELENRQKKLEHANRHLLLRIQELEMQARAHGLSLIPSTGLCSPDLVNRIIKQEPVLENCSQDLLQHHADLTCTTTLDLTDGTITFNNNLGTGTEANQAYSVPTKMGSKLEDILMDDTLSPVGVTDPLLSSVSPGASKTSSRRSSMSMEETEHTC
# The depositor's hits bear a star; / = no result given; & = joins results of further samples.
SMILES,GPR151 ag,FBW7 activator,TEAD-YAP inh,MITF inh
O=C1COc2ccc(C(=O)COC(=O)CCc3ccccc3)cc2N1,3.3,0.0,-1,3
CCCCN(C)C(=O)CNC(=O)Cn1ccc2ccccc2c1=O,0.2,-0.2,-8,-3
COc1ccccc1NC(=O)c1c(C)nc2ccccc2c1C(=O)O,-0.1,0.4,6,14
COc1ccc2oc(=O)c(C(=O)Nc3cccc(C(F)(F)F)c3)cc2c1,-0.6,-0.1,-1,-11
CC1CCCN(S(=O)(=O)c2ccc3c(c2)CCN3C(=O)CCCC(=O)O)C1 (configuration not stated),0.7,0.0,1,-2
Cc1ccc(C(=O)/C=C/Nc2ccc(O)cc2C)cc1,-1.4,-0.4,40*,11
COc1ccc(C(=O)N2CCN(c3ccc([N+](=O)[O-])c(NC(C)C45CC6CC(CC(C6)C4)C5)c3)CC2)cc1 (configuration not stated),2.3,0.1,-10,6
Cc1ccc(NC(=O)CCNc2c(N3CCCC3)c(=O)c2=O)cc1,2.2,-0.1,3,-5
Cc1cccc(N2CCC(NCc3c(C(=O)N4CCCCC4)nc4c(C)cccn34)CC2)c1,1.9,-0.1,2,5
Cc1c(NC(=O)CC(C)C)cccc1-c1nc2ncccc2o1,0.6,0.7,4,-6
N#C/C(=C\c1ccc(O)c(O)c1)c1nc(-c2cccc([N+](=O)[O-])c2)cs1,3.3,0.7,-1,6
Cc1ccc(CN2CCc3nnc(CNC(=O)c4cc(C)oc4C)n3CC2)c(C)c1,1.5,-0.2,12,2
O=C(c1ccc(F)cc1)N1CCN(C(=O)c2ccc(F)cc2)CC1,0.0,0.3,3,1
Cc1ccc(C(=O)NCCCN(C)C)cc1Cl,0.4,0.4,6,7
CCOC(=O)c1cc2sccc2n1CC(=O)N1CC(C)CC(C)C1 (configuration not stated),-1.2,-0.1,-4,-3
CC(C)(C)NC(=O)C1CCCN(S(=O)(=O)c2ccc(Br)s2)C1 (configuration not stated),0.7,0.0,4,-14
Cc1ccc(-n2nc3c(c2NC(=O)CC2CCCCC2)CSC3)cc1,0.0,-0.1,5,-10
COCCN(CCOC)C(=O)Cn1c(COc2ccc3ccccc3c2)nc2ccccc21,2.0,0.0,-8,-3
CC(C)CC(C(=O)Nc1nc(-c2ccc(Br)cc2)cs1)N1C(=O)c2ccccc2C1=O (configuration not stated),0.2,-0.1,-8,-5
COc1ccc(C)cc1NC(=O)C1C2C=CC(O2)C1C(=O)O (configuration not stated),-1.3,-0.1,12,-7
CCOc1ccccc1Nc1nc2cc(Cl)ccc2o1,2.0,0.3,-18,2
N=C1S/C(=C\c2cc3c(cc2[N+](=O)[O-])OCO3)C(=O)N1c1ccc(F)cc1,0.1,-0.1,0,1
O=C(O)CC(Sc1ncn[nH]1)c1ccc(Cl)cc1 (configuration not stated),-2.1,-0.1,-3,-6
COc1ccc2c(c1)/C(=c1/sc3n(c1=O)CN(c1cccc(C(=O)O)c1)CN=3)C(=O)N2,-0.5,0.1,-5,-5
Cc1ccccc1C(=O)Nc1nnc(-c2ccccn2)o1,-1.1,-1.4,-9,15
FC(F)(F)c1nnc(-c2ccccc2)o1,-1.4,0.2,-63,10
NC(=O)C1(N2CCCCC2)CCN(c2nc(-c3ccccc3)cs2)CC1,-0.1,-0.2,-8,9
CNC(=O)CN(c1ccccc1C)S(=O)(=O)c1ccc(C)cc1,0.7,0.1,5,23
Oc1oc(-c2cccc3ccccc23)nc1C=Nc1ccc(-c2ccccc2)cc1,-1.2,0.1,0,4
CC(C)(C)C(=O)CN1CCN(S(=O)(=O)c2ccc(Br)cc2)CC1,-0.2,0.9,11,12
NS(=O)(=O)c1ccc(N/N=C/c2ccccn2)c([N+](=O)[O-])c1,-1.1,-0.1,16,9
COc1cccc(C(=O)NNC(=O)COc2ccc3ccccc3c2)c1,0.8,-0.1,7,9
CCC(=O)Nc1ccc(N2CCC(C)CC2)cc1,0.8,0.3,-22,6
O=c1[nH]c2ccc(S(=O)(=O)Nc3cccc(F)c3)cc2s1,-0.8,0.1,-4,9
O=C(CCl)OCn1nnc2ccccc2c1=O,-2.7,-0.1,-13,0
CCCOc1ccc(C(=O)Nc2ccc(-c3nc4ncccc4o3)cc2)cc1,-1.5,0.0,-8,5
O=C(CCCC(=O)N(CC(=O)NC1CCCCC1)Cc1ccco1)Nc1ccccn1,-0.5,0.0,-4,5
N#C/C(=C\c1cc2c(cc1[N+](=O)[O-])OCO2)C(=O)NCc1ccccc1,1.8,-0.3,-2,34
NC(=O)c1ccccc1OCC(=O)N1CCOCC1,0.6,0.1,-6,3
CC(=O)c1ccc(NN=C(C#N)C#N)cc1,-2.3,-0.5,9,-3
C/C(N)=C(/C#N)C(=O)COC(=O)c1ccc(NC(N)=O)cc1,-1.2,0.5,-4,19
CCOC(=O)/C(C#N)=C\c1ccc(OCC)cc1,2.5,0.1,-3,-11
CC1CC(OC(=O)CN2CCCCC2)CC(C)(C)C1 (configuration not stated),-0.4,0.2,-2,17
Cc1cccc(NC(=O)COc2ccc(C(C)(C)C)cc2)n1,-0.2,-0.1,-23,3
CC(=O)Nc1ccc(S(=O)(=O)Nc2ccc(C)c(C)c2)cc1Cl,0.6,0.1,0,-3
O=C(Nc1ccccc1)c1csc(Nc2ccc3ncccc3c2)n1,-2.3,-0.1,-22,8
Cc1cc(S(=O)(=O)n2nnc3ccccc32)c(Cl)cc1Cl,1.5,0.1,-4,-3
Cc1cc(NC(=O)c2ccccc2Cl)ncc1NC(=O)c1ccco1,-4.9,-0.1,-41,-5
Cc1ccc(NC(=O)CN(c2ccc(Br)cc2)S(C)(=O)=O)cc1Cl,-0.4,0.0,-3,0
O=C(CCn1cnc2c(cnn2-c2ccccc2)c1=O)NCc1ccco1,-1.7,0.3,8,-10
Cc1nn(C)c(C)c1CCC(=O)NCCN1Cc2ccccc2OC(c2ccsc2)C1 (configuration not stated),-0.2,0.0,1,18
COc1cccc2sc(Nc3nc(-c4ccccn4)cs3)nc12,-0.2,-1.8,63*,-3
C=CCNc1nc(-c2ccccc2)c(C(=O)Nc2cccnc2)s1,1.1,0.1,3,10
CCc1ccccc1NC(=O)C(NS(=O)(=O)c1cccs1)c1ccccc1 (configuration not stated),-0.4,0.1,0,5
Cc1cccc(N2CCN(C(=O)Cn3ncc4c3-c3ccccc3OC4)CC2C)c1 (configuration not stated),1.3,0.0,15,16
CSCc1csc(NC(=O)c2cccc(F)c2)n1,-1.2,-0.1,-28,-3
CCSc1nnc2c(n1)OC1(Nc3ccccc3-2)C(=O)Nc2ccc(Cl)cc21 (configuration not stated),0.5,0.1,-14,13
CC(=O)c1ccc(NS(=O)(=O)c2ccc3c(c2)OCCN3C(C)=O)cc1,-1.1,0.1,1,-1
O=C(Nc1ccccc1)N1CCCN(Cc2ccc(F)cc2)C1,0.7,0.7,-6,5
CC1CCc2c(sc3nc(SCC(=O)Nc4ccc5c(c4)OCCO5)n(-c4ccccc4)c(=O)c23)C1 (configuration not stated),0.7,0.1,5,-3
# Going on with the list.
SMILES,GPR151 ag,FBW7 activator,TEAD-YAP inh,MITF inh
OCCN=Cc1c(O)n(-c2c(Cl)cccc2Cl)c2ccccc12,-1.8,-0.1,0,-3
CCOC(=O)c1sc(C)c2c1NC1(CCCCCC1)NC2=O,-0.7,-0.1,-3,3
CC(C)CCn1c(CN2CCOCC2)nc2c1c(=O)n(C)c(=O)n2C,2.6,-0.2,0,-4
COc1cc2nc(CN3CCCN(C=O)CC3)nc(N3CCCCC3)c2cc1OC,-0.8,0.1,10,5
Cc1c(C#N)c2nc3c(c(-c4ccccc4)c2n1-c1ccccc1)CCC3,0.0,0.8,0,7
O=C(SCC(=O)N1c2ccccc2Sc2ccccc21)c1ccccc1,1.4,0.3,-1,-12
CCC(=O)NCCNC(=O)c1c(SC)nsc1SC,0.9,0.0,-1,-1
O=[N+]([O-])c1cccc(C2NC(=S)NC3=C2CCc2ccccc23)c1 (configuration not stated),0.4,0.0,0,3
O=C1CCCN1c1ccc(CCl)cc1,-0.5,0.0,6,12
COc1ccccc1NC(=O)c1ccc(N2C(=O)c3ccccc3C2=O)cc1,2.4,-0.1,-9,-6
Cc1ccc(NC(=O)CCC(=O)NNC(=O)c2ccccc2)c(C)c1,-0.6,0.0,-2,8
O=C(c1n[nH]c(=O)c2ccccc12)N1CCC(n2nnc3ccccc3c2=O)CC1,0.6,0.0,6,12
COc1ccc(Cl)cc1NC(=O)c1cc(S(=O)(=O)N2CCN(c3cc(C)ccc3C)CC2)ccc1F,0.2,-0.2,0,3
CCCCOc1ccc(NC(=O)CSc2nnc(C)s2)cc1,-0.3,-0.1,15,-10
Cn1c(/C=C/c2cccc(Oc3ccccc3)c2)c([N+](=O)[O-])c(=O)n(C)c1=O,1.4,-0.1,45*,5
C/C(=N\NC(=O)c1ccc(C(=O)N/N=C(\C)c2ccc(O)cc2)cc1)c1ccc(O)cc1,0.0,-0.1,-3,3
O=C(COc1ccccc1[N+](=O)[O-])Nc1ccc(Cl)cc1C(F)(F)F,3.5,-0.2,8,-1
Cc1ccc(S(=O)(=O)n2ccn(CC(=O)Nc3ccccc3)c2=O)cc1,1.1,0.1,9,1
O=c1nc2s/c(=C\c3ccccc3)c(=O)n2nc1Cc1ccccc1,2.5,0.0,5,3
CC(=O)C1=C(C)N(Cc2ccccc2)C(=O)N[C@@H]1c1ccc(Br)cc1,-0.2&0.7,-0.1&-0.1,/,0&-11
O=C(c1ccc(S(=O)(=O)N2CCCCCC2)cc1)N1CCN(c2nc3ccccc3s2)CC1,-0.2,0.0,3,0
c1ccc(CN2CCC(Nc3nc(-c4cccs4)nc4c3ncn4-c3ccccc3)CC2)cc1,0.7,-0.1,14,10
CC(=O)OCCC1S/C(=N/N=C\c2ccco2)NC1=O (configuration not stated),1.2,0.1,7,1
CCN(CC)CCN1CC(O)=C(c2nc(-c3ccc(Cl)cc3)cs2)C1=N,2.8,-0.1,-5,-2
O=C1Oc2ccc(Cl)cc2C1c1ccccc1 (configuration not stated),0.3,0.1,-10,-24
COc1ccc(C(=O)NC2CCN(C(=O)c3csnn3)CC2)cc1,1.3,-0.1,3,12
CCN1c2ncccc2C(=O)NC12CCN(C(=O)CC(C)n1nc(C)nc1C)CC2 (configuration not stated),-0.8,0.0,2,-13
CCOC(=O)N1CCc2c(sc(NCc3cccnc3)c2C(=O)Nc2ccccc2OCC)C1,-0.8,0.1,10,5
CC(=O)NCCC(=O)Nc1nnc(SCc2c(Cl)cccc2Cl)s1,2.2,-0.2,-6,-16
Cc1cc(C)c(C(N)=O)c(Nc2ccc(Cl)cc2)n1,0.9,0.1,-2,7
Cc1ccc(C)c(OCC(O)CNC(C)C(C)C)c1C (configuration not stated),-1.3,-0.1,-8,21
CSc1nnc2sc3ccccc3n12,-0.4,0.2,-11,45
O=c1oc(-c2ccccc2)nc2sc3c(c12)CCC3,-1.4,-0.1,2,-1
Cn1c(=O)c2sccc2n2c(CCCC(=O)Nc3ccc(F)c(F)c3)nnc12,-0.7,0.0,-6,-3
CCCC1CCC(C2=N/C(=C/c3ccc([N+](=O)[O-])cc3)C(=O)O2)CC1 (configuration not stated),0.4,0.0,0,8
CCCCC(=O)Nc1sc2c(c1C(=O)OCC)CCC/C2=N\O,0.6,0.1,8,11
C=C(C)Cn1c(SCCC(C)C)nc2c1c(=O)[nH]c(=O)n2C,-0.3,0.1,-6,-1
COc1ccc(Br)cc1C(=O)Nc1cc([N+](=O)[O-])ccc1C,1.4,-0.1,-4,-6
COP(=O)(OC)c1nc(-c2ccc(Cl)cc2)oc1N1CCOCC1,-0.9,0.0,-3,-4

# In the list so far, these have an aryl methoxy group.
SMILES,GPR151 ag,FBW7 activator,TEAD-YAP inh,MITF inh
COc1ccccc1NC(=O)c1c(C)nc2ccccc2c1C(=O)O,-0.1,0.4,6,14
COc1ccc2oc(=O)c(C(=O)Nc3cccc(C(F)(F)F)c3)cc2c1,-0.6,-0.1,-1,-11
COc1ccc(C(=O)N2CCN(c3ccc([N+](=O)[O-])c(NC(C)C45CC6CC(CC(C6)C4)C5)c3)CC2)cc1 (configuration not stated),2.3,0.1,-10,6
COc1ccc(C)cc1NC(=O)C1C2C=CC(O2)C1C(=O)O (configuration not stated),-1.3,-0.1,12,-7
COc1ccc2c(c1)/C(=c1/sc3n(c1=O)CN(c1cccc(C(=O)O)c1)CN=3)C(=O)N2,-0.5,0.1,-5,-5
COc1cccc(C(=O)NNC(=O)COc2ccc3ccccc3c2)c1,0.8,-0.1,7,9
COc1cccc2sc(Nc3nc(-c4ccccn4)cs3)nc12,-0.2,-1.8,63*,-3
COc1cc2nc(CN3CCCN(C=O)CC3)nc(N3CCCCC3)c2cc1OC,-0.8,0.1,10,5
COc1ccccc1NC(=O)c1ccc(N2C(=O)c3ccccc3C2=O)cc1,2.4,-0.1,-9,-6
COc1ccc(Cl)cc1NC(=O)c1cc(S(=O)(=O)N2CCN(c3cc(C)ccc3C)CC2)ccc1F,0.2,-0.2,0,3
COc1ccc(C(=O)NC2CCN(C(=O)c3csnn3)CC2)cc1,1.3,-0.1,3,12
COc1ccc(Br)cc1C(=O)Nc1cc([N+](=O)[O-])ccc1C,1.4,-0.1,-4,-6

# 2 of the compounds above, with two lines to a compound:
# Below each compound: GPR151 ag, FBW7 activator, TEAD-YAP inh, MITF inh
CCCC1CCC(C2=N/C(=C/c3ccc([N+](=O)[O-])cc3)C(=O)O2)CC1 (configuration not stated)
    0.4, 0.0, 0, 8
CCCCC(=O)Nc1sc2c(c1C(=O)OCC)CCC/C2=N\O
    0.6, 0.1, 8, 11
